Apaf-1 inh: human Apaf-1 inhibition. reconstituted apoptosome caspase-3 activity, DEVD-Rh110 fluorescence. inhibition, % at 20 µM. actives 0.71% (n = 330,000). AID 489030; active means inhibition of at least 40% at 20 µM;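 further: plate controls were DMSO wells for no effect and DEVD-CHO caspase inhibitor wells for full effect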
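Medium: Hepes buffer, pH 7.5 / System: biochemical Apaf-1 apoptosome reconstitution / Measured by: Rh110 fluorescence, excitation 480 nm, emission 540 nm / Times: compound with Apaf-1, dATP, procaspase-3 30 min, then 50 min reaction, room temperature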
UBC13 polyUb: blocks human UBC13 polyubiquitin chain formation; TR-FRET; inhibition, % at 20 µM; actives 0.47% (n = 330,000); in the data active means inhibition above about 45%, passing the limit was not always enough
Target sequence (P61088 whole entry, looked up): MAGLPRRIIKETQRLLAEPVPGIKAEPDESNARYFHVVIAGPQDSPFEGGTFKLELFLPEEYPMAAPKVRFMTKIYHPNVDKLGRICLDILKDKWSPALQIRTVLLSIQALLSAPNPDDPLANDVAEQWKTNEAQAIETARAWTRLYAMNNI
HKDC1 inh: inhibitors of human hexokinase HKDC1. AID 493160. inhibition, % at 20 µM. recombinant HKDC1, G6PDH/diaphorase resazurin coupled fluorescence. actives 0.16% (n = 340,000);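 active means inhibition above about 35% when tested at 20 µM, limit read from the data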;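 further: plate controls were DMSO wells with enzyme for no effect and DMSO wells lacking enzyme for full effect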
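System: Recombinant HKDC1 hexokinase | Amount: HKDC1 at 5 µg/mL | Reagent: Glucose with 1 mM ATP | Doses: Single 20 µM dose | Incubation: Reaction time 90 min, room temperature, protected from light | Signal: Coupled resazurin fluorescence, excitation 525 nm, emission 613 nm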
SENP7 block: SENP7 protease inhibition; Q9BQF6; recombinant SENP7, Z-RLRGG-aminoluciferin luminescence, 40 min; inhibition, % at 5 µM; actives 1.5% (n = 330,000); AID 434973;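 active means inhibition above about 50% at the single test dose, limit read from the data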;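 further: plate controls were DMSO with enzyme for no effect and no enzyme buffer wells for full effect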
Target sequence (Q9BQF6 706-1050 limits assumed): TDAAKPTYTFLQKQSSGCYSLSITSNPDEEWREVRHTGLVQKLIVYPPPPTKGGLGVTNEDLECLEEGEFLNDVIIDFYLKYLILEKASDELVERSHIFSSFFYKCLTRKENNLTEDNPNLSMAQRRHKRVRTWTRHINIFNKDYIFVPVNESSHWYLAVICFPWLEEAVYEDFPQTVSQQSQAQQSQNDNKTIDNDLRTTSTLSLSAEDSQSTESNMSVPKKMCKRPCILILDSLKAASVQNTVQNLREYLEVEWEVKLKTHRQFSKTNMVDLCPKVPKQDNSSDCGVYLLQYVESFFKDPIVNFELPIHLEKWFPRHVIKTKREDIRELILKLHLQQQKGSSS
697 NFkB inh: inhibitors of the PMA/ionomycin-induced NF-kB reporter in 697 B cells; 697 B-cell NF-kB luciferase reporter, 16 h; inhibition, % at 4 µM; actives 0.33% (n = 330,000); AID 435022; in the data active means inhibition above about 35%
Gli-Sufu block: Gli-Sufu pathway antagonism. AID 588413. inhibition, % at 5 µM. actives 0.74% (n = 340,000). Sufu-KO-LIGHT fibroblasts, Gli luciferase reporter luminescence;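 active means inhibition above about 55%, limit read from the data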;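 further: 0% = DMSO-treated cells and 100% = wells with medium but no cells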
SENP8 block: SENP8 protease inhibition. Q96LD8. purified SENP8, Z-RLRGG-aminoluciferin cleavage, luminescence. inhibition, % at 10 µM. actives 1.2% (n = 330,000). AID 2540
Target sequence (Q96LD8 whole entry, looked up): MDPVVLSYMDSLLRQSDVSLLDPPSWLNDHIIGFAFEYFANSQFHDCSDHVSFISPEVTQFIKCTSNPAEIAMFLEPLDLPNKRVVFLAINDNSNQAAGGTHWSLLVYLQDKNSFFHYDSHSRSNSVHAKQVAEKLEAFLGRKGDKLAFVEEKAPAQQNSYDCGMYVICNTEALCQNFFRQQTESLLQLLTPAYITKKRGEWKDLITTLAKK
Jurkat NFkB inh: lowers PMA/ionomycin-induced NF-kB signal in Jurkat cells; AID 435003; actives 0.53% (n = 330,000); PMA/ionomycin-induced NF-kB luciferase reporter, luminescence; inhibition, % at 4 µM
Active calls of the source: *; x = no result given; & = joins results of further samples. Unless noted, no stated cut-off is given here; in the data, active means inhibition above about 50%; inactive means the rest. Compounds as they come; overall some 3.6% were active at least once.

compound	Apaf-1 inh	UBC13 polyUb	HKDC1 inh	SENP7 block	697 NFkB inh	Gli-Sufu block	SENP8 block	Jurkat NFkB inh
CC(CCc1ccccc1)NC(=O)c1nnc(Cc2ccc(Cl)cc2)o1 (centres undefined)	21	15	1	-7	15	1	-4	7
Cc1ccc(S(=O)(=O)/N=C(/Nc2nc(C)cs2)c2ccccc2)cc1	-4	-2	-2	-7	19	-6	16	-3
COc1ccc(-c2noc(CCC(=O)NCc3cc(Br)ccc3OC)n2)cc1	19	2	0	8	-31	1	4	-1
CCCn1c(SCC(=O)Nc2cccc(C(=O)OC)c2)nnc1-c1cccnc1	-7	9	-3	0	-1	24	-1	-1
COCCCNC(=O)[C@H]1N2C(=O)c3ccccc3C2SC1(C)C (some centres undefined)	1	8	-3	-7	3	1	8	-30
Nc1sc2c(c1C(=O)c1ccccc1)CCCC2	18	-8	4	8	25	-15	-1	-6
CCCCOC(=O)Nc1cccc(Cl)c1C	9	-11	3	-9	-32	-16	-7	-43
CCn1c(SCC(=O)N2CCc3ccccc3C2)nc2sc(C)c(C)c2c1=O	32	5	-11	6	5	6	3	-5
CNC(=O)C1CC(=O)N(c2ccc(OCC(=O)Nc3ccccc3C)cc2)C1 (centres undefined)	-10	2	-1	-4	-8	-15	-2	-10
COC(=O)C1=C(C)N=C2SC(C#N)=C(N)N2C1c1cc(OC)c(OC)c(OC)c1 (centres undefined)	2	12	-7	-7	21	-25	2	-9
COc1ccc(NC(=O)CCc2ccccc2)cc1NC(=O)c1ccco1	-11	10	-7	-7	20	-4	-2	0
CC(C(=O)Nc1cccc(S(=O)(=O)N2CCOCC2)c1)N1CCN(C)CC1 (centres undefined)	2	-2	-6	-4	6	-8	-6	4
Cc1ccc(C(=O)NCC(=O)N/N=C/c2sccc2C)cc1[N+](=O)[O-]	1	4	-4	6	6	8	4	16
CC(=O)Nc1ccc(S(=O)(=O)N(C)CC(=O)OCC(=O)N2CCN(C(=O)c3ccco3)CC2)cc1	-5	2	-5	-4	3	-2	4	-2
COc1ccc2c(c1OC)C(=O)OC2C1c2c(cc3c(c2OC)OCO3)CCN1C (centres undefined)	-9&2	5&2	4&-3&-7	1&0	19&-5	51&-2&-8	3&-1	1&14

3 compounds from above, sorted by their value in 697 NFkB inh, descending.
SMILES	697 NFkB inh
CC(C(=O)Nc1cccc(S(=O)(=O)N2CCOCC2)c1)N1CCN(C)CC1 (centres undefined)	6
CC(=O)Nc1ccc(S(=O)(=O)N(C)CC(=O)OCC(=O)N2CCN(C(=O)c3ccco3)CC2)cc1	3
CCCn1c(SCC(=O)Nc2cccc(C(=O)OC)c2)nnc1-c1cccnc1	-1

Next section
compound	Apaf-1 inh	UBC13 polyUb	HKDC1 inh	SENP7 block	697 NFkB inh	Gli-Sufu block	SENP8 block	Jurkat NFkB inh
O=C(CCc1nc2ccccc2c(=O)[nH]1)N1CCN(S(=O)(=O)c2cccc(F)c2)CC1	10	8	1	3	18	6	7	2
CC(C)NC(=O)C(=O)Nc1cc2c3c(c1)C(C)C(=O)N3CCC2 (centres undefined)	4	2	-7	5	18	-3	4	0
CCOc1cc(CNCC2CCCO2)cc(Br)c1OCC(N)=O (centres undefined)	7	-14	-6	-4	2	3	-8	-9
O=C(c1cc2cc(Br)ccc2o1)N1CCN(c2ccccc2)CC1	6	-4	-10	5	18	0	2	-16
O=C(NCc1ccccc1)C1=C[C@@H](c2csc3ccccc23)C[C@@H](OCc2ccc(CO)cc2)O1	19	2	2	4	20	14	-3	16
Cc1ccc(-n2c(CNc3ccc(F)cc3)nnc2SCC(=O)N2CCCC2)cc1	6	-14	-1	-2	-15	34	-6	-6
CCCOc1ccc(/C=C/C(=O)NCc2ccccc2)cc1	-8	-2	17	-4	-31	-13	-17	-11
Cc1ccc(S(=O)(=O)N(C)C)cc1-n1c(SCC(=O)Nc2ccc(F)cc2)nc2ccccc2c1=O	4	-4	-5	9	3	11	-2	1
COc1ccc(N2CCN(C(=S)Nc3cc(C)cc(C)c3)CC2)cc1	-14	-5	-13	5	-5	-2	13	-2
O=C(c1cscn1)N1CCCC(N2CCN(c3ccc(F)cc3)CC2)C1 (centres undefined)	4	3	-9	6	10	2	-4	-6
COc1ccc(-c2noc(=O)n2Cc2ccccc2F)cc1	1	2	-3	-3	10	1	-10	4
O=C(CSc1nnc(-c2cccnc2)o1)c1cc2ccccc2oc1=O	9	-4	13	-5	12	7	-9	-2
O=C(CSc1ncccc1C(=O)O)NC1CCCCCCC1	-14	5	-2	-1	10	-4	6	7
N#CC1=C(N)C(C#N)(C#N)[C@H](c2cccnc2)[C@H]2CN(C(=O)OCc3ccccc3)CC=C12	-4	11	1	3	-3	-10	1	11
CCC(=O)N1CCC2(CC1)Oc1ccc(F)cc1C(=O)C21CC(c2ccccc2)=NO1 (centres undefined)	8	6	-1	-10	18	8	4	-8
CCCC1CC(C)(/C(C)=N\NC(N)=S)OC1=O (centres undefined)	4	-2	-10	-1	9	0	-8	-9
Cc1ccc2nc(NC(=O)CSc3nnc(C)c(=O)n3N)sc2c1	-2	7	-14	40	-98	-21	11	-35
CN(CC(=O)Nc1cccc(F)c1)CC(=O)N1CCCCC1	0	2	0	4	7	2	-1	-7
NC(=O)C1CCN(C(=O)COc2ccc3c(c2)oc(=O)c2ccccc23)CC1	-4	15	-2	1	-8	2	8	4
CCOC(=O)c1c(C)[nH]c(C)c1C(=O)COC(=O)c1c(OC)cccc1OC	1	4	-3	-5	1	1	7	-1
O=C(COC(=O)c1cnccn1)Nc1cccc2ccccc12	-1	2	-5	6	13	-14	1	-6
CCOc1ccccc1CNC(=O)c1nn(CC)cc1[N+](=O)[O-]	-1	-4	-7	-10	16	-1	-7	-3
O=C(CN1CCOCC1)NNC(=O)c1ccc([N+](=O)[O-])cc1	2	-2	-4	3	-1	18	24	4
O=C(NN1c2ccccc2CCc2ccccc21)c1ccccc1Br	11	2	-2	-6	3	13	-4	28
CC(=O)Nc1ccc(C(=O)NNC(=O)c2ccc(Cl)cc2)cc1	-5	-4	-1	21	-3	3	0	1
Cc1nn(C)c(C)c1S(=O)(=O)NC1CCCC1	0	2	-6	0	14	38	0	-6
COc1ccccc1NC(=O)C(C)OC(=O)CCCN=C1NS(=O)(=O)c2ccccc21 (centres undefined)	2	4	1	7	-7	24	-4	9
O=C(NCC(=O)N1CCN(C(=O)c2ccccc2)CC1)c1ccc(Cl)cc1Cl	2	-3	-4	-3	9	-1	-19	-10
Cc1cc(C)c2c(N)c(C(=O)Nc3ccc([N+](=O)[O-])cc3)sc2n1	-31	3	1	3	-100	-74	9	-92
CN(C)CCN(C(=O)c1ccc(C(=O)c2ccccc2)cc1)c1nc2cc3c(cc2s1)OCO3	20	5	10	5	-27	18	-3	-11
Cn1cc(CNC(=O)CC2C(=O)NCCN2CC(C)(C)C)cn1 (centres undefined)	8	-1	-3	-7	0	3	-5	0
CCCCNc1nc2ccccc2nc1NS(=O)(=O)c1cccs1	13	-19	2	1	-11	42	-4	1
CCOC(=O)[C@H]1[C@H]2COc3cc(OC)ccc3[C@@H]2N2C(=O)c3cc(OC)c(OC)cc3NC(=O)[C@@]12C	17	0	-2	-4	-5	16	-13	1
Clc1ccc(OCc2nnc(SCc3nnc(-c4ccccc4)o3)o2)c(Cl)c1	15	10	2	-2	7	-18	-4	-13
O=C(NCC1CCCO1)c1ccccc1-c1nc(-c2ccccc2Cl)no1 (centres undefined)	1	0	6	7	-12	-2	1	-4
COc1ccc(-c2nc(C(F)(F)F)c(OC)o2)cc1OC	-7	14	-3	-2	2	-10	-11	-12
O=S(=O)(c1ccc(F)cc1)N1CCN(c2nc(-c3cccnc3)nc3ccccc23)CC1	20	3	6	0	15	10	-8	-2
COc1ccccc1-c1cc(C(F)(F)F)nc(S(=O)(=O)CCCC(=O)N2CCOCC2)n1	14	0	3	6	-244	-4	5	28
Nc1cc(S(=O)(=O)Nc2ccccc2Cl)ccc1N1CCOCC1	-23	0	7	1	-9	-5	3	12
Cc1cccc(N(C)C(=O)c2cc(S(=O)(=O)N3CCc4ccccc43)cn2C)c1	18	1	4	-3	-9	-7	-4	-17
COc1cccc(C(=O)Nc2nnc(-c3ccc(Cl)cc3)o2)c1	9	-12	-3	5	-3	2	9	1
CCOc1ccc(CCNC(=O)CS(=O)Cc2nc(-c3ccccc3C)oc2C)cc1OCC (centres undefined)	7	2	4	-3	16	-1	0	2
CCOC(=O)Cc1c(C)c2c(C)nn(-c3ccccc3)c2oc1=O	25	-17	2	-7	-19	8	0	-17
O=S1(=O)C=C(Sc2nc3ccccc3s2)c2ccccc21	10	-9	4	0	-477	24	-1	97*
Nc1cc(N)nc(SCCN2CCCCC2)n1	1	-5	1	-8	-11	-5	-3	-7
CC(NCCc1ccc(S(N)(=O)=O)cc1)C(=O)NCc1ccccc1 (centres undefined)	7	-4	-3	1	9	-4	1	-4
COCCn1c(=O)[nH]c2cc(C(=O)NCc3ccccc3)ccc2c1=O	6	6	-2	3	-19	3	-2	7
NC(=O)c1ccc(N=Nc2c(-c3ccccc3)[nH]n(-c3ccccc3)c2=O)cc1	13	-7	x	10	-4	x	-3	4
Cc1nn(CC(C)C(=O)N2CCN(S(=O)(=O)c3ccc(Cl)cc3)CC2)c(C)c1C (centres undefined)	4	0	-3	0	6	-47	4	-1
COc1ccc([N+](=O)[O-])cc1COc1ccc2c(-c3ccccc3)cc(=O)oc2c1	10	-8	-5	15	-12	-17	-1	-1
CCSc1nnc(NC(=O)CCn2c(=O)oc3ccccc32)s1	12	-2	1	1	4	6	-1	-7

Part of the list above, with two lines to a compound.
Second line of a record: Apaf-1 inh, UBC13 polyUb, HKDC1 inh, SENP7 block, 697 NFkB inh, Gli-Sufu block, SENP8 block, Jurkat NFkB inh
COc1ccc(-c2noc(=O)n2Cc2ccccc2F)cc1
 : 1, 2, -3, -3, 10, 1, -10, 4
O=C(CSc1nnc(-c2cccnc2)o1)c1cc2ccccc2oc1=O
 : 9, -4, 13, -5, 12, 7, -9, -2

Marked active in Jurkat NFkB inh, among the entries above:
Structure	UBC13 polyUb	HKDC1 inh	SENP7 block	697 NFkB inh	Jurkat NFkB inh
O=S1(=O)C=C(Sc2nc3ccccc3s2)c2ccccc21	-9	4	0	-477	97*

Source: PubChem BioAssay
